Compound activity: PubChem BioAssay, several laboratories
GalR3 antag = antagonists of human GalR3; O60755; 360,000 tested, 0.44% active; HEK293 GalR3-CNG cAMP membrane potential fluorescence; galR3 body fused to GalR1 C-terminus; inhibition, % at 3 µM;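 active = inhibition above the screen-wide average plus 3 SD, cut at about 13% in these data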;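 note: forskolin and galanin both at EC90 stimulate the cells; cAMP rise reported by CNG channel membrane potential dye signal; 0% = forskolin plus galanin with DMSO and 100% = forskolin alone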
Target sequence (O60755 1-299 limits assumed): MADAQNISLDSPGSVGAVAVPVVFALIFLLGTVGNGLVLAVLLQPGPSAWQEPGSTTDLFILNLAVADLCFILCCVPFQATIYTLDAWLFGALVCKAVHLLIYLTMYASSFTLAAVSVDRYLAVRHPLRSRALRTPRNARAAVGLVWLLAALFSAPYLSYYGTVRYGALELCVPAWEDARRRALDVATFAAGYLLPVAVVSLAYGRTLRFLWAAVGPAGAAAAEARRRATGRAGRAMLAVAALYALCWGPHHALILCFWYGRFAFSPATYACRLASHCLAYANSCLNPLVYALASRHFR
IDE inh = inhibits human insulin-degrading enzyme in HEK cells; inhibition, % at 5.59 µM; 320,000 tested, 0.41% active; AID 434962; FAbetaB cleavage, fluorescence polarization;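 active = percent inhibition above the average of all tested compounds plus 3 SD, set per screening campaign, cut at about 16% in these data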;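 note: IDE supplied by intact live HEK cells; FP after avidin binding of uncleaved biotin substrate so inhibition keeps polarization high; 0% = DMSO wells and 100% = 60 µM reference IDE inhibitor Ii1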
PHOSPHO1 block = blocks human PHOSPHO1 phosphatase activity | 290,000 tested, 1.1% active | AID 1565 | inhibition, % at 13.3 µM | recombinant PHOSPHO1, absorbance phosphatase assay; in the data active = inhibition above about 60%
p-CIP stab down = lowers stability of the mouse p/CIP coactivator protein; F442A p/CIP-EGFP cells, EGFP fluorescence, 16 h; 290,000 tested, 0.01% active; decrease of EGFP signal, % at 10 µM;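 active = EGFP signal decrease of at least 30% at 10 µM or well 3 SD below plate mean, unless failing retest; inactive = the rest, including hits failing retest or dose response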; note: some compounds called inactive have numbers as strong as hits; many of its hits are not listed in these tables
IDE act = boosts human insulin-degrading enzyme activity in HEK cells; P14735; FAbeta-B cleavage, fluorescence polarization; 0% vehicle, 100% cell-free pure enzyme wells; activation, % at 5.96 µM; 340,000 tested, 0.073% active; AID 493087;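 active = activation above the mean of all tested compounds plus 3 SD, set per screening campaign, cut at about 17% in these data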
CRFR2-BP ag = CRF-BP/CRF-R2 complex agonism; activation, % at 13.2 µM; HEK293 CRF-R2/CRF-BP, calcium dye fluorescence (FLIPR); percent of saturating CRF peptide response; 350,000 tested, 0.46% active;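 active = activation of at least 50%, plus an integration ratio under a set limit after plate pattern correction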;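 note: plate controls were neutral control wells without compound for no effect and CRF at EC100 for full effect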
MEKK3 PB1 HTS = MEKK3-MEK5 PB1 interaction, increase or decrease; 290,000 tested, 1.4% active; AID 1529; binding response (% of control), % at 10 µM; Q99759; bead-based flow cytometry, Alexa488-MEK5 binding to MEKK3; actives lie on both sides; 0 = blocked by unlabeled MEK5, 100 = vehicle;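 active = binding response more than 3 SD above or below the average of its plate-row segment, actives on both sides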;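 note: Alexa488 bead fluorescence after subtracting the streptavidin-only scavenger bead signal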
Target sequence (Q99759 whole entry, looked up): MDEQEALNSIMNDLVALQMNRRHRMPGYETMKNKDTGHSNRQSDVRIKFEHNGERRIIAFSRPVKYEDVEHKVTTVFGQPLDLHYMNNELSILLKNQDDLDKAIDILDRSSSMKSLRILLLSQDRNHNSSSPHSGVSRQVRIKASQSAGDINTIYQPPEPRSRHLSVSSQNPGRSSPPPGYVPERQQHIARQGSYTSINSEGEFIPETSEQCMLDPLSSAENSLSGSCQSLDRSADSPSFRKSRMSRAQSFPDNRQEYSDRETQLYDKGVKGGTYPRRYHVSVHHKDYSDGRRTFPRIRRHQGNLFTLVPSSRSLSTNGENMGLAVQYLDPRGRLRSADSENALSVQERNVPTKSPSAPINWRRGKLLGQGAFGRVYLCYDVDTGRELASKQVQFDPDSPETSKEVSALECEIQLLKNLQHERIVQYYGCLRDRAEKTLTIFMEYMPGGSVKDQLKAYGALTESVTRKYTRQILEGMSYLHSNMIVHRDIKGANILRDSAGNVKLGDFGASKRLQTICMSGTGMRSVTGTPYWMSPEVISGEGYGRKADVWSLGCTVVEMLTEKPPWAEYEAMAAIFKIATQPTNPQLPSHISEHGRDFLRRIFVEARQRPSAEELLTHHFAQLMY
CHRM4 PAM = positive allosteric modulators of human muscarinic M4 receptor; P08173; CHO-K1 hM4/Gqi5, Fluo-8 calcium fluorescence, ACh EC20; 0% = ACh EC20, 100% = maximal ACh; activation, % at 3 µM; 360,000 tested, 0.4% active;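 active = activation above its plate's cutoff, the mean activation of sample wells plus 3 SD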; note: some results filed as inactive read as strong as hits
CRFR2-BP antag = blocks CRF-induced signaling of the CRF-BP/CRF-R2 complex; HEK293 CRF-R2/CRF-BP, CRF-induced calcium fluorescence; 350,000 tested, 0.59% active; AID 588475; inhibition, % at 11.8 µM;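 active = inhibition of the ligand-induced calcium signal above about 50% at the single tested concentration, limit read from the data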
An asterisk follows results filed as active; . = no result given.

1) O=C(N1CCN(c2ccccc2)CC1)C(F)(F)C(F)(F)F
2) CC(=O)NCCC(=O)N(Cc1ccccc1)c1nc2c(C)cccc2s1
3) O=C(CCN1C(=O)c2ccccc2C1=O)Nc1cccnc1
4) O=C(C[C@H]1C[C@H](C(=O)N2CCCCC2)[C@@]2(CCc3ccccc3)c3[nH]c4cc(-c5ccco5)ccc4c3CCN2C1=O)NCCN1CCOCC1
5) Fc1ccc(C2c3[nH]c4ccccc4c3CCN2Cc2cccn2-c2ncccn2)cc1 (stereo unspecified)

screen / no.,1,2,3,4,5
GalR3 antag,-7,-3,-4,-5,-5
IDE inh,1,3,2,.,-4
PHOSPHO1 block,-22,42,6,.,22
p-CIP stab down,-17,-14,-2,.,-11
IDE act,5,2,-2,2,-4
CRFR2-BP ag,-1.2,-0.5,2.3,2.7,2.3
MEKK3 PB1 HTS,106,104,107,.,101
CHRM4 PAM,1,-4,5,4,-9
CRFR2-BP antag,-16,-3,-1,1,8

6) Cc1csc(NC(=O)Nc2ccccc2[N+](=O)[O-])n1
7) COc1ccc(C)cc1N(CC(=O)NCCSCc1cccc(Cl)c1)S(C)(=O)=O
8) O=C(NC1CCCCC1)c1ccc(OC2CCN(Cc3ccccn3)CC2)cc1
9) Cc1cc(Br)ccc1NC(=O)CN(C)C(=O)CSC(=S)N1CCCC1
10) CC(=O)Nc1ccc(N(C(=O)c2cnccn2)C(C(=O)NC2CCCCC2)c2ccc(F)cc2)cc1 (stereo unspecified)

screen / no.,6,7,8,9,10
GalR3 antag,-7,-8,.,-5,-7
IDE inh,4,1,-5,6,4
PHOSPHO1 block,35,3,30,.,19
p-CIP stab down,-2,-13,-22,.,-10
IDE act,-2,1,5,0,9
CRFR2-BP ag,6.2,-5.0,1.9,-1.3,2.1
MEKK3 PB1 HTS,112,108,97,.,100
CHRM4 PAM,0,-4,-5,6,0
CRFR2-BP antag,-23,16,3,0,-2

11) COc1ccc(CCNC(=O)C2CCN(S(=O)(=O)c3ccc(F)cc3)CC2)cc1
12) CCc1cc(CC)c(/C=N/NC(N)=O)c(CC)c1
13) COC(=O)c1ccccc1NC(=S)N1CCN(c2ccccn2)CC1
14) CCN1CCN(CCCNC(=O)c2cc3sccc3n2CC)CC1
15) O=[N+]([O-])c1ccc(NN=C(Oc2ccccc2)c2ccc([N+](=O)[O-])cc2)cc1

screen / no.,11,12,13,14,15
GalR3 antag,-3,-2,-4,-2,-4
IDE inh,-1,3,-4,0,.
PHOSPHO1 block,45,-12,-17,-2,.
p-CIP stab down,-7,-6,-1,-17,.
IDE act,1,2,4,3,.
CRFR2-BP ag,-0.3,1.3,0.1,-1.9,29
MEKK3 PB1 HTS,97,100,98,102,.
CHRM4 PAM,-5,8,7,-6,-3
CRFR2-BP antag,2,-16,9,-4,-59

16) Cn1nccc1C(=O)N1CCc2c([nH]c3ccccc23)C1c1ccc(F)cc1 (stereo unspecified)
17) O=C(O)CCSc1nnc(-c2ccc3c(c2)OCO3)o1
18) Cc1cc(C)nc(SCCC(=O)N(C)C)n1
19) O=C(CSc1n[nH]c(-c2ccco2)n1)Nc1ccccc1
20) CC(C)[C@@H]1NC(=O)c2cc([N+](=O)[O-])cc(I)c2NCCC[C@@H](C(N)=O)NC(=O)[C@H](CO)NC1=O

screen / no.,16,17,18,19,20
GalR3 antag,-7,-1,0,-3,-1
IDE inh,-3,-2,3,0,2
PHOSPHO1 block,20,14,18,.,-6
p-CIP stab down,1,-16,3,.,-2
IDE act,4,-3,6,1,.
CRFR2-BP ag,5.8,-1.1,-0.6,-0.6,-1.8
MEKK3 PB1 HTS,94,102,99,.,96
CHRM4 PAM,-10,4,14,4,.
CRFR2-BP antag,-58,14,1,-7,-3

21) COc1ccc(OC)c(NC(=O)C2CCN(S(=O)(=O)c3c(C)noc3C)CC2)c1
22) Cn1nnc2cc(NC(=O)Nc3cccc(C(F)(F)F)c3)ccc21
23) Cc1ccn2c(NCc3ccc4c(c3)OCO4)c(-c3ccc(O)cc3)nc2c1
24) COC(=O)c1ccc(CSC2=NC[C@@H]3[C@@H]4C(=O)N(C)C(=O)[C@@H]4[C@](Cc4ccccc4)(C(=O)OC)N23)cc1
25) COc1ccc(OC)c(CNC(=O)CCn2nc(C)c3c(C)n(-c4ccccc4)nc3c2=O)c1

screen / no.,21,22,23,24,25
GalR3 antag,8,-9,-6,-4,1
IDE inh,2,8,-2,.,-2
PHOSPHO1 block,-1,6,21,.,-6
p-CIP stab down,2,-11,-8,.,-2
IDE act,5,-2,1,0,4
CRFR2-BP ag,0.1,-0.7,0.9,-0.8,-0.7
MEKK3 PB1 HTS,104,105,101,.,104
CHRM4 PAM,5,-3,-6,-4,6
CRFR2-BP antag,10,1,-6,-2,3

26) CC1CCCN(C(=O)COC(=O)/C=C/c2ccc(C(F)(F)F)cc2)C1 (stereo unspecified)
27) Cc1cc(=O)oc2cc(OCC(=O)N/N=C/c3cc([N+](=O)[O-])ccc3O)ccc12
28) CCN(C(=O)c1ccco1)C1C2CC3CC(C2)CC1C3 (stereo unspecified)
29) Cc1cc(C(=O)NCC(=O)Nc2c(C)cccc2C)c(C)o1
30) C=CCn1c(SCc2cccc(C#N)c2)nnc1-c1ccccc1O

screen / no.,26,27,28,29,30
GalR3 antag,-7,-6,-4,-3,-1
IDE inh,8,4,-3,8,0
PHOSPHO1 block,.,56,3,21,-14
p-CIP stab down,.,2,-5,-6,16
IDE act,-6,0,1,2,5
CRFR2-BP ag,0.3,0.2,-0.4,2.2,-2.0
MEKK3 PB1 HTS,.,94,98,97,100
CHRM4 PAM,-1,12,0,3,-4
CRFR2-BP antag,-1,12,22,5,-6

31) O=C(CN(c1ccc2c(c1)OCCO2)S(=O)(=O)c1ccccc1)N1CCN(Cc2ccccc2)CC1
32) COc1ccc(NC(=O)/C(=C\c2cccnc2)NC(=O)c2cccs2)cc1
33) CCOC(OCC)c1cn(Cc2ccc3c(c2)C(=O)c2ccccc2C3=O)nn1
34) O=C(N/N=C/c1ccccc1OC(=O)N1CCOCC1)c1cccs1
35) Cc1ccc(NS(=O)(=O)c2ccc3c(c2)NC(=O)CCS3)cc1C

screen / no.,31,32,33,34,35
GalR3 antag,-5,-11,-9,-3,-8
IDE inh,7,3,4,2,-2
PHOSPHO1 block,46,-5,-24,-10,28
p-CIP stab down,-1,1,2,12,0
IDE act,1,3,.,9,-3
CRFR2-BP ag,0.4,-0.8,.,2.1,5.5
MEKK3 PB1 HTS,93,96,105,91,99
CHRM4 PAM,-7,0,.,5,3
CRFR2-BP antag,-40,3,.,14,-13

36) Cc1nn(CC(=O)N2CCC(C)CC2)c(=O)c2nn(-c3ccccc3)c(C)c12
37) CC(=O)c1cccc(N/C=C\c2nnnn2-c2ccc(F)cc2)c1
38) Cc1cc(C)c(C(=O)/C=C/c2ccc(C(C)C)cc2)c(=O)[nH]1
39) Cc1sc(NC(=S)NC(=O)c2ccco2)c(C(N)=O)c1C
40) N[C@@H](Cc1ccc(O)cc1)C(=O)Nc1ccc2ccccc2c1

screen / no.,36,37,38,39,40
GalR3 antag,0,4,-4,-3,0
IDE inh,3,3,0,5,1
PHOSPHO1 block,34,-2,34,-7,.
p-CIP stab down,-3,4,-8,-3,.
IDE act,4,7,-2,-2,-1
CRFR2-BP ag,1.7,1.9,-1.9,-2.6,0.1
MEKK3 PB1 HTS,103,91,100,95,.
CHRM4 PAM,-3,-3,-4,-6,10
CRFR2-BP antag,13,-11,-36,8,2

One compound at a time, from the list above.
Listed for Cc1cc(C)c(C(=O)/C=C/c2ccc(C(C)C)cc2)c(=O)[nH]1 = GalR3 antag: -4; IDE inh: 0; PHOSPHO1 block: 34; p-CIP stab down: -8; IDE act: -2; CRFR2-BP ag: -1.9; MEKK3 PB1 HTS: 100; CHRM4 PAM: -4; CRFR2-BP antag: -36
Listed for O=C(CCN1C(=O)c2ccccc2C1=O)Nc1cccnc1 = GalR3 antag: -4; IDE inh: 2; PHOSPHO1 block: 6; p-CIP stab down: -2; IDE act: -2; CRFR2-BP ag: 2.3; MEKK3 PB1 HTS: 107; CHRM4 PAM: 5; CRFR2-BP antag: -1
Listed for CCc1cc(CC)c(/C=N/NC(N)=O)c(CC)c1 = GalR3 antag: -2; IDE inh: 3; PHOSPHO1 block: -12; p-CIP stab down: -6; IDE act: 2; CRFR2-BP ag: 1.3; MEKK3 PB1 HTS: 100; CHRM4 PAM: 8; CRFR2-BP antag: -16

New compounds follow.
41) COc1ccc2nc(SCC(=O)Nc3cc(C)on3)c(C#N)cc2c1
42) NC(=O)c1c(NC(=O)c2ccc(F)cc2Cl)sc2c1CCC2
43) CC(C)n1cnnc1SCC(=O)NC(=O)c1ccccc1
44) Cc1ccc(S(=O)(=O)N2CCC(C(=O)OC(C)C(=O)N3CCOCC3)CC2)cc1 (stereo unspecified)
45) O=C(COc1ccccc1[N+](=O)[O-])NCCC1=CCCCC1

screen / no.,41,42,43,44,45
GalR3 antag,-11,-4,-3,7,-2
IDE inh,-4,7,4,-1,-1
PHOSPHO1 block,42,.,.,.,40
p-CIP stab down,-12,-9,.,.,1
IDE act,5,-1,3,7,0
CRFR2-BP ag,-0.8,0.0,6.4,-1.1,-1.7
MEKK3 PB1 HTS,98,100,.,.,100
CHRM4 PAM,1,3,-2,1,-10
CRFR2-BP antag,5,-7,-9,8,-11

46) CCOC(=O)[C@@H]1[C@H]2COc3ccccc3[C@@H]2N2C(=O)N(c3cccc(F)c3)C(=O)[C@]12C
47) Cc1cccc(CSc2ccc3nnc(-c4ccccn4)n3n2)c1
48) CCCCn1c(N)c(N(CC)C(=O)c2ccc(-c3ccc(Cl)cc3)o2)c(=O)[nH]c1=O
49) Cc1ccc(S(=O)(=O)N2CCC(C(=O)N3CCC(C(=O)NCC4CCCO4)CC3)CC2)cc1 (stereo unspecified)
50) O=C(NCc1ccco1)C(c1ccc(F)cc1)N(C(=O)Cc1cccs1)c1cccnc1 (stereo unspecified)

screen / no.,46,47,48,49,50
GalR3 antag,-5,-8,-3,-5,-3
IDE inh,-1,9,-1,3,2
PHOSPHO1 block,.,34,.,9,28
p-CIP stab down,.,-29,.,-6,-7
IDE act,-3,2,4,1,0
CRFR2-BP ag,2.5,0.5,-0.1,0.9,-1.8
MEKK3 PB1 HTS,108,99,.,.,103
CHRM4 PAM,0,1,7,4,-8
CRFR2-BP antag,3,1,0,4,-38

51) O=c1[nH]c(CSc2nc(-c3ccc(F)cc3)cs2)nc2ccccc12
52) O=C(CCC(=O)N1CCN(c2ccc(F)cc2)CC1)c1ccccc1
53) CC1CCCC(NC(=O)c2cc(-c3ccncc3)nc3ccccc23)C1C (stereo unspecified)
54) Cc1occc1-c1nnc(SCC(=O)Nc2c(F)cccc2F)n1C

screen / no.,51,52,53,54
GalR3 antag,-2,-7,-4,0
IDE inh,12,0,.,8
PHOSPHO1 block,-15,-20,.,.
p-CIP stab down,-8,-9,.,.
IDE act,-2,-4,5,2
CRFR2-BP ag,-1.0,-0.4,-1.5,5.7
MEKK3 PB1 HTS,98,103,.,.
CHRM4 PAM,8,-2,13,15
CRFR2-BP antag,3,3,-6,-2
